Assay outcomes as filed in PubChem BioAssay.
AHR act = human AHR activation | 2.5% of 320,000 active | AHR-responsive luciferase reporter cells, luminescence | activation, % at 5 µM | P35869; in the data active = activation above about 47%;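 also: 0% = vehicle wells and 100% = reference agonist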
AGP1 TOR yeast = alters AGP1-GFP fluorescence in TOR pathway yeast screen | S. cerevisiae AGP1-GFP multiplex flow cytometry, 3 h; GFP as percent of DMSO wells | GFP response vs DMSO, % at 10 µM | 0.02% of 320,000 active;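 active = GFP response relative to DMSO above a set limit, near screen average plus 3 SD, cut at about 150% in these data; inconclusive = fewer than 70 cells counted for the yeast strain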;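 also: median GFP channel fluorescence of the gated AGP1 strain per well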
CIT2 TOR yeast = alters CIT2-GFP fluorescence in TOR pathway yeast screen; S. cerevisiae CIT2-GFP strain, flow cytometry, 3 h; 100 means same as DMSO wells; 0.065% of 320,000 active; AID 2029; GFP response vs DMSO, % at 10 µM;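 active = GFP response relative to DMSO above a set limit, near the screen mean plus 3 SD, cut at about 150% in these data; inconclusive = Fewer than 70 cells measured for a yeast strain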;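 also: ratio of well median GFP fluorescence to mean of DMSO wells on the plate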
procasp7 counter = activates human procaspase-7, counter-screen for procaspase-3 activators; recombinant procaspase-7, Ac-DEVD-pNA absorbance 405 nm; D23A/D198A/D206A triple mutant, cannot self-cleave; scale: DMSO 0, 5 µM enzyme 100; AID 463210; P55210; 0.093% of 330,000 active; activation, % at 8.5 µM;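 active = percent activation above the screen-wide mean plus 3 SD, cut at about 25% in these data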
Target sequence (P55210 whole entry D23A/D198A/D206A): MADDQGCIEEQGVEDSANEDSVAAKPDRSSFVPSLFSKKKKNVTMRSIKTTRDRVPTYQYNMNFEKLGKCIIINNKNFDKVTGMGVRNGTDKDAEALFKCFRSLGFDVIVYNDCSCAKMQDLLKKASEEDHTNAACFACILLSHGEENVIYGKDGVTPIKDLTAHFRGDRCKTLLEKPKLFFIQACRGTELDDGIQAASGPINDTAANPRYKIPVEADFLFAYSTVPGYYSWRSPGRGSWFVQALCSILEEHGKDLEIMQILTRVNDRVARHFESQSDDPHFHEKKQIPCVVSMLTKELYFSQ
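Material: Procaspase-7 triple mutant (PC-7 D3A) | Quantity: 2 µM procaspase-7 mutant as dispensed | Reagent: DEVD-pNA substrate | Times: 1 h preincubation, 2 h reaction | Technique: 405 nm absorbance of p-nitroaniline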
procasp3 activ = activators of human procaspase-3 | P42574 | 0.11% of 330,000 active | activation, % at 8.5 µM | recombinant procaspase-3 D3A, Ac-DEVD-pNA absorbance 405 nm;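 active = activation above the mean of all tested compounds plus 3 SD, cut at about 21% in these data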;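 also: 0% = DMSO alone and 100% = DMSO wells spiked with extra 5 µM PC-3 D3A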
Target sequence (P42574 whole entry D9A/D28A/D175A): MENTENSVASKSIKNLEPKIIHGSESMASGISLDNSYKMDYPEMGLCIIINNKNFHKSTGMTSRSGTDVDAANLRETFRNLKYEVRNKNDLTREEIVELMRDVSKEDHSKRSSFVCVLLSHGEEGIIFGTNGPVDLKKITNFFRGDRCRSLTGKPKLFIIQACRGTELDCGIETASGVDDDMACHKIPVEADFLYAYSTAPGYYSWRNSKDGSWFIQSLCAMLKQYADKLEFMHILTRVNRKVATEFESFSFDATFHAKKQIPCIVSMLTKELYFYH
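System: Procaspase-3 D3A mutant. Medium: Zinc-free 300 mM NaCl, 50 mM HEPES, 0.01% Triton X-100. Schedule: 1 h preincubation plus 2 h reaction at 25 °C. Measured by: 405 nm absorbance of p-nitroaniline, reads at 0 and 120 min. Read-out: percent activation relative to control range.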
RPL19A TOR yeast = modulators of TOR pathway RPL19A-GFP in S. cerevisiae | S. cerevisiae RPL19A-GFP strain, flow cytometry, 3 h; active compounds read low | percent response vs DMSO, % at 10 µM | 0.3% of 330,000 active | AID 2025;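 active = percent response vs DMSO below 50%; inconclusive = fewer than 70 events counted for the yeast strain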;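 also: median channel GFP fluorescence of the barcoded RPL19A-GFP strain; ratio of sample median GFP to plate DMSO average so 100% = DMSO; lower means less RPL19A-GFP as with rapamycin TOR inhibition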
LAP4-GFP MLPCN = modulators of TOR pathway LAP4-GFP in S. cerevisiae. GFP response vs DMSO, % at 10 µM. 0.34% of 320,000 active. S. cerevisiae LAP4-GFP multiplex, flow cytometry GFP, 3 h; median GFP as percent of DMSO wells;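 active = GFP response vs DMSO above a set limit, about the screen mean plus 3 SD, cut at about 150% in these data; inconclusive = under 70 cell events counted for the yeast strain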
MEP2-GFP yeast = modulators of TOR pathway MEP2-GFP in S. cerevisiae; S. cerevisiae MEP2-GFP strain, flow cytometry GFP, 3 h; 100% = DMSO control level; GFP response vs DMSO, % at 10 µM; 0.51% of 330,000 active;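 active = GFP response versus DMSO above a set limit, roughly screen mean plus 3 SD, cut at about 180% in these data; inconclusive = fewer than 70 cells counted for a yeast strain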;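 also: median GFP fluorescence of the barcode-gated MEP2-GFP cells per well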
* hit, by the source's call. The order is random; any-hit rate near 3.5%.

What do the screens show for `COc1ccc(CCn2nnnc2C(CC(C)C)N2CCC(C(N)=O)CC2)cc1OC` (configuration not stated)?
AHR act: -1; AGP1 TOR yeast: 105; CIT2 TOR yeast: 105; procasp7 counter: -2; procasp3 activ: 0; RPL19A TOR yeast: 102; LAP4-GFP MLPCN: 102; MEP2-GFP yeast: 100

How did O=c1cc(CN2CCN(S(=O)(=O)c3ccccc3)CC2)nc2sccn12 do in these assays?
AHR act: -1; AGP1 TOR yeast: 99; CIT2 TOR yeast: 100; procasp7 counter: 5; procasp3 activ: -1; RPL19A TOR yeast: 97; LAP4-GFP MLPCN: 102; MEP2-GFP yeast: 98

Results for COc1ccc(Cl)cc1NC(=O)c1[nH]c(C)c(C(C)=O)c1C ?
AHR act: 68*; AGP1 TOR yeast: 93; CIT2 TOR yeast: 91; procasp7 counter: 7; procasp3 activ: -8; RPL19A TOR yeast: 98; LAP4-GFP MLPCN: 92; MEP2-GFP yeast: 93

What do the screens show for `O=C(/C=C1\SC(=O)N(CC(=O)Nc2ccc(Cl)cc2)C1=O)Nc1ccc(F)cc1`?
AHR act: 0; AGP1 TOR yeast: 94; CIT2 TOR yeast: 101; procasp7 counter: -6; procasp3 activ: 4; RPL19A TOR yeast: 102; LAP4-GFP MLPCN: 86; MEP2-GFP yeast: 98

What do the screens show for `O=C(Cn1cccc1)N1CCc2ccccc21`?
AHR act: 8; AGP1 TOR yeast: 98; CIT2 TOR yeast: 101; procasp7 counter: 1; procasp3 activ: 4; RPL19A TOR yeast: 93; LAP4-GFP MLPCN: 91; MEP2-GFP yeast: 95

What do the screens show for `O=C(Oc1ccc(/C=N/n2cnnc2)cc1)c1cccc([N+](=O)[O-])c1`?
AHR act: 0; AGP1 TOR yeast: 95; CIT2 TOR yeast: 93; procasp7 counter: -5; procasp3 activ: 10; RPL19A TOR yeast: 90; LAP4-GFP MLPCN: 97; MEP2-GFP yeast: 101

Results for O=C(NCC1CCCN1S(=O)(=O)c1cccs1)c1cccc(F)c1 (configuration not stated) ?
AHR act: -2; AGP1 TOR yeast: 106; CIT2 TOR yeast: 92; procasp7 counter: -1; procasp3 activ: -15; RPL19A TOR yeast: 98; LAP4-GFP MLPCN: 109; MEP2-GFP yeast: 105

Results for COCCNC(=O)[C@H](C)[C@H]1C[C@]1(C)[C@H](NC(=O)OCc1ccccc1)c1ccccc1 ?
AHR act: 1; AGP1 TOR yeast: 88; CIT2 TOR yeast: 85; procasp7 counter: -3; procasp3 activ: 4; RPL19A TOR yeast: 100; LAP4-GFP MLPCN: 107; MEP2-GFP yeast: 95

How did CCc1nc2ccccc2n1Cc1ccccc1OC do in these assays?
AHR act: 1; AGP1 TOR yeast: 97; CIT2 TOR yeast: 96; procasp7 counter: -14; procasp3 activ: 5; RPL19A TOR yeast: 97; LAP4-GFP MLPCN: 94; MEP2-GFP yeast: 101

What do the screens show for `Cc1ccc(C)c(NC(=O)CN(C)C(=O)c2ccccc2OCc2ccccc2Cl)c1`?
AHR act: 3; AGP1 TOR yeast: 92; CIT2 TOR yeast: 89; procasp7 counter: 8; procasp3 activ: -11; RPL19A TOR yeast: 92; LAP4-GFP MLPCN: 87; MEP2-GFP yeast: 96

Results for CCOC(=O)c1c(NC(=S)NC)sc2c1CCCC2 ?
AHR act: 2; AGP1 TOR yeast: 105; CIT2 TOR yeast: 111; procasp7 counter: -20; procasp3 activ: 1; RPL19A TOR yeast: 103; LAP4-GFP MLPCN: 99; MEP2-GFP yeast: 105

How did CCN(CC)S(=O)(=O)c1cc(C(=O)N=c2sccn2C)ccc1OC do in these assays?
AHR act: 100*; AGP1 TOR yeast: 89; CIT2 TOR yeast: 101; procasp7 counter: 2; procasp3 activ: 3; RPL19A TOR yeast: 99; LAP4-GFP MLPCN: 81; MEP2-GFP yeast: 101

Results for CCNC(=S)N/N=C/c1ccc(C#N)cc1 ?
AHR act: -2; AGP1 TOR yeast: 101; CIT2 TOR yeast: 105; procasp7 counter: -9; procasp3 activ: -2; RPL19A TOR yeast: 101; LAP4-GFP MLPCN: 102; MEP2-GFP yeast: 106

Results for O=C(O)/C=C\c1cc2c(cc1[N+](=O)[O-])OCO2 ?
AHR act: 5; AGP1 TOR yeast: 99; CIT2 TOR yeast: 96; procasp7 counter: -8; procasp3 activ: -6; RPL19A TOR yeast: 97; LAP4-GFP MLPCN: 97; MEP2-GFP yeast: 100

How did O=C(COc1ccc(S(=O)(=O)NCc2ccccc2)cc1)N1CCOCC1 do in these assays?
AHR act: 0; AGP1 TOR yeast: 84; CIT2 TOR yeast: 83; procasp7 counter: 3; procasp3 activ: 3; RPL19A TOR yeast: 115; LAP4-GFP MLPCN: 77; MEP2-GFP yeast: 89

What do the screens show for `CCNc1ccc(C(=O)OCC)cc1NC(=O)c1cc(S(=O)(=O)N2CCOCC2)ccc1C`?
AHR act: 2; AGP1 TOR yeast: 103; CIT2 TOR yeast: 103; procasp7 counter: 1; procasp3 activ: 3; RPL19A TOR yeast: 97; LAP4-GFP MLPCN: 100; MEP2-GFP yeast: 104

What do the screens show for `CC(OC(=O)CCCN=C1NS(=O)(=O)c2ccccc21)C(=O)N(C)c1ccccc1` (configuration not stated)?
AHR act: 7; AGP1 TOR yeast: 95; CIT2 TOR yeast: 90; procasp7 counter: -6; procasp3 activ: 7; RPL19A TOR yeast: 100; LAP4-GFP MLPCN: 98; MEP2-GFP yeast: 100

How did O=C(Nc1ccccc1N1CCOCC1)C1=NN(c2c(F)c(F)cc(F)c2F)C(=O)CC1 do in these assays?
AHR act: 2; AGP1 TOR yeast: 107; CIT2 TOR yeast: 101; procasp7 counter: -3; procasp3 activ: 0; RPL19A TOR yeast: 102; LAP4-GFP MLPCN: 101; MEP2-GFP yeast: 101

What do the screens show for `COc1ccccc1CN1CCCCC1C(=O)O` (configuration not stated)?
AHR act: 1; AGP1 TOR yeast: 105; CIT2 TOR yeast: 116; procasp7 counter: -6; procasp3 activ: 1; RPL19A TOR yeast: 102; LAP4-GFP MLPCN: 109; MEP2-GFP yeast: 111

How did Cc1ccc(NC(=O)CCN2C(=O)c3ccccc3C2=O)cc1C do in these assays?
AHR act: -1; AGP1 TOR yeast: 96; CIT2 TOR yeast: 95; procasp7 counter: 7; procasp3 activ: 1; RPL19A TOR yeast: 93; LAP4-GFP MLPCN: 107; MEP2-GFP yeast: 98

As a short view, two of the compounds above:
What do the screens show for `COc1ccccc1CN1CCCCC1C(=O)O` (configuration not stated)?
AHR act: 1; AGP1 TOR yeast: 105; CIT2 TOR yeast: 116; procasp7 counter: -6; procasp3 activ: 1; RPL19A TOR yeast: 102; LAP4-GFP MLPCN: 109; MEP2-GFP yeast: 111

How did Cc1ccc(NC(=O)CCN2C(=O)c3ccccc3C2=O)cc1C do in these assays?
AHR act: -1; AGP1 TOR yeast: 96; CIT2 TOR yeast: 95; procasp7 counter: 7; procasp3 activ: 1; RPL19A TOR yeast: 93; LAP4-GFP MLPCN: 107; MEP2-GFP yeast: 98

Next part.
Results for Cc1ccc(O)c(C(=O)c2cnc3c(c2)c(C)nn3-c2ccccc2)c1 ?
AHR act: -1; AGP1 TOR yeast: 100; CIT2 TOR yeast: 101; procasp7 counter: 5; procasp3 activ: 7; RPL19A TOR yeast: 100; LAP4-GFP MLPCN: 92; MEP2-GFP yeast: 98

What do the screens show for `O=C(CN1C(=O)NC2(CCCC2)C1=O)NCCc1ccc(Cl)cc1Cl`?
AHR act: -1; AGP1 TOR yeast: 98; CIT2 TOR yeast: 98; procasp7 counter: 3; procasp3 activ: -1; RPL19A TOR yeast: 96; LAP4-GFP MLPCN: 94; MEP2-GFP yeast: 100

What do the screens show for `COc1ccc2c(c1)c(C(=O)N/N=C/c1cccc(Br)c1)c(C)n2C`?
AHR act: 35; AGP1 TOR yeast: 101; CIT2 TOR yeast: 90; procasp7 counter: 0; procasp3 activ: 8; RPL19A TOR yeast: 95; LAP4-GFP MLPCN: 108; MEP2-GFP yeast: 91

How did O=C(COc1ccccc1)Nc1c2c(nn1-c1ccccc1)CS(=O)C2 (configuration not stated) do in these assays?
AHR act: 56*; AGP1 TOR yeast: 124; CIT2 TOR yeast: 90; procasp7 counter: -6; procasp3 activ: -7; RPL19A TOR yeast: 82; LAP4-GFP MLPCN: 165*; MEP2-GFP yeast: 91

How did CCCCNC(=O)Nc1ncn[nH]1 do in these assays?
AHR act: 0; AGP1 TOR yeast: inconclusive; CIT2 TOR yeast: inconclusive; procasp7 counter: -8; procasp3 activ: 8; RPL19A TOR yeast: inconclusive; LAP4-GFP MLPCN: inconclusive; MEP2-GFP yeast: inconclusive

How did Cc1cccnc1NC(=O)c1cc2c(=O)oc3ccccc3c2s1 do in these assays?
AHR act: 4; AGP1 TOR yeast: 91; CIT2 TOR yeast: 83; procasp7 counter: 5; procasp3 activ: -2; RPL19A TOR yeast: 100; LAP4-GFP MLPCN: 102; MEP2-GFP yeast: 104

How did CCCSc1ncccc1C(=O)O do in these assays?
AHR act: -1; AGP1 TOR yeast: 103; CIT2 TOR yeast: 92; procasp7 counter: 6; procasp3 activ: -4; RPL19A TOR yeast: 99; LAP4-GFP MLPCN: 105; MEP2-GFP yeast: 92

What do the screens show for `COc1ccc(NS(=O)(=O)c2ccc3c(c2)NC(=O)CCS3)cc1Cl`?
AHR act: 1; AGP1 TOR yeast: 101; CIT2 TOR yeast: 104; procasp7 counter: -1; procasp3 activ: 5; RPL19A TOR yeast: 99; LAP4-GFP MLPCN: 89; MEP2-GFP yeast: 102

How did O=C1N/C(=N\c2ccccn2)SC1Cc1ccc(Cl)cc1 (configuration not stated) do in these assays?
AHR act: 1; AGP1 TOR yeast: 97; CIT2 TOR yeast: 92; procasp7 counter: 0; procasp3 activ: -3; RPL19A TOR yeast: 97; LAP4-GFP MLPCN: 98; MEP2-GFP yeast: 93

What do the screens show for `C=C(C)C(=O)Nc1cccc(C2=NOC3(C2)C[C@H](C(N)=O)N(C(=O)c2ccccc2)C3)c1` (some centres not stated)?
AHR act: 6; AGP1 TOR yeast: 121; CIT2 TOR yeast: 107; procasp7 counter: -11; procasp3 activ: 10; RPL19A TOR yeast: 106; LAP4-GFP MLPCN: 101; MEP2-GFP yeast: 113

Results for Cc1ccc(-n2c(-c3ccccc3)cc(=O)nc2C)cc1 ?
AHR act: 0; AGP1 TOR yeast: 102; CIT2 TOR yeast: 101; procasp7 counter: -4; procasp3 activ: 4; RPL19A TOR yeast: 97; LAP4-GFP MLPCN: 94; MEP2-GFP yeast: 99

Results for CCCc1ncc(C(O)c2ccc(OC)cc2)n1C (configuration not stated) ?
AHR act: 0; AGP1 TOR yeast: 74; CIT2 TOR yeast: 63; procasp7 counter: 9; procasp3 activ: 12; RPL19A TOR yeast: 107; LAP4-GFP MLPCN: 87; MEP2-GFP yeast: 88

What do the screens show for `COc1ccc(CN(C(=O)c2nsc(Cl)c2Cl)C(C(=O)NC2CCCCC2)c2ccc(OC)cc2)cc1` (configuration not stated)?
AHR act: 2; AGP1 TOR yeast: 107; CIT2 TOR yeast: 108; procasp7 counter: -2; procasp3 activ: 11; RPL19A TOR yeast: 101; LAP4-GFP MLPCN: 104; MEP2-GFP yeast: 103

Results for CCn1c(SCC(=O)N2CCCCCC2)nc2c([nH]c3ccccc32)c1=O ?
AHR act: 128*; AGP1 TOR yeast: 98; CIT2 TOR yeast: 98; procasp7 counter: 8; procasp3 activ: -2; RPL19A TOR yeast: 95; LAP4-GFP MLPCN: 92; MEP2-GFP yeast: 86
